Source: PubChem
CFTR F508del cor = CFTR F508del correction in bronchial cells; CFBE cells, YFP halide quenching; stimulated with forskolin plus potentiator P3; % fluorescence drop versus neutral controls; activity (quench increase), % at 7.58 µM; 350,000 compounds, 0.36% hits;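 active = mean added fluorescence quench of at least 8% versus neutral control, with both replicates also reaching 8%; inconclusive = only one of the mean or replicate conditions met; inactive = mean below 8% and not both replicates reaching 8%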;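 also: cells transiently co-express mutant CFTR-F508del with the halide-sensitive YFP; corrector assay measuring rescue of mutant channel to the surface after 24 h compound exposure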
ERp5 inh = ERp5 (human) disulfide isomerase inhibition; ERp5 insulin aggregation, absorbance 650 nm, 90 min; inhibition, % at 9.99 µM; 350,000 compounds, 0.05% hits;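 active = mean replicate inhibition above about 25%, with every replicate also reaching it, limit read from the data, passing the limit was not always enough; inconclusive = only one of those two criteria met; inactive = neither criterion met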
Target sequence (Q15084 whole entry, looked up): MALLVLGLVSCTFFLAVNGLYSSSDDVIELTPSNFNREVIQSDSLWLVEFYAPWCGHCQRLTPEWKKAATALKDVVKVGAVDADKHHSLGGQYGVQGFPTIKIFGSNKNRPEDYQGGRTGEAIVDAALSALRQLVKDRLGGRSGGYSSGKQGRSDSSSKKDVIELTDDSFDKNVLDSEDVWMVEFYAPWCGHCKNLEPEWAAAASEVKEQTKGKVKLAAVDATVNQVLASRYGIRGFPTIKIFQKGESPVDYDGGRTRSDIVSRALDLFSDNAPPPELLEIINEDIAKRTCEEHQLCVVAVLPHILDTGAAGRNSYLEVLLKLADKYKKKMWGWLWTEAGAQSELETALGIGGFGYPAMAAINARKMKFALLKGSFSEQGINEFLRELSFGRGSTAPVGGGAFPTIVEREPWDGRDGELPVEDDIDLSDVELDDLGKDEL
ERAP1 inh = inhibitors of human ERAP1 aminopeptidase; AID 652197; recombinant ERAP1, Leu-AMC fluorescence, 60 min; inhibition, % at 10.7 µM; Q9NZ08; 340,000 compounds, 0.15% hits;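 active = mean replicate inhibition of at least 30%, or all replicates individually reaching that 30% level; inactive = mean below 30% and not every replicate reaching it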;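 also: 0% = neutral control wells and 100% = L-leucinethiol positive control wells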
miR122 inh = miR-122 inhibition in Huh7 cells; 340,000 compounds, 0.3% hits; Huh7 miR-122 Renilla luciferase sensor, 48 h; neutral wells = 0, positive control = 100; activation (reporter increase), % at 12.5 µM; AID 602342;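 active = mean replicate activation score at least 90 and every replicate individually at or above 90; inconclusive = only one of the two criteria met; inactive = neither criterion met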;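 also: higher luciferase means less miR-122 activity so hits act as miR-122 inhibitors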
SIRT5 block = blocks human SIRT5 desuccinylation of peptide. inhibition, % at 15 µM. Q9NXA8. Purified SirT5, succinyl-peptide AMC, trypsin-coupled fluorescence. 330,000 compounds, 1.1% hits; in the data active = inhibition above about 15%; inconclusive = no clear call, values can overlap the other calls
Target sequence (Q9NXA8 whole entry, looked up): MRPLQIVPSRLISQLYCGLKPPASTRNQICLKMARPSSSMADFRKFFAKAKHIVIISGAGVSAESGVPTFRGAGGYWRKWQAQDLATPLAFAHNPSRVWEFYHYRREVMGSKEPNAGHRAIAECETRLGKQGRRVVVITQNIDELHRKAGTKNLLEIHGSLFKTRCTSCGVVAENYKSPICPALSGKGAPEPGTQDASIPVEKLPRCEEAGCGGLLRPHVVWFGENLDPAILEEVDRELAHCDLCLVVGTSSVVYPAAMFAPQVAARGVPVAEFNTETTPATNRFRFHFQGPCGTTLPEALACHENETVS
CASP6 VEID inh = caspase-6 (human) enzyme inhibition | inhibition, % at 12.5 µM | 350,000 compounds, 0.53% hits | purified caspase-6, Z-VEID-R110 cleavage fluorescence | AID 686996 | P55212;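 active = mean inhibition across replicates at least about 35%, with every replicate also reaching that limit, limit read from the data; inconclusive = only one of the two criteria met; inactive = neither criterion met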;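 also: 0% = median of neutral control wells and 100% = no fluorescence left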
Target sequence (P55212 24-179 limits assumed): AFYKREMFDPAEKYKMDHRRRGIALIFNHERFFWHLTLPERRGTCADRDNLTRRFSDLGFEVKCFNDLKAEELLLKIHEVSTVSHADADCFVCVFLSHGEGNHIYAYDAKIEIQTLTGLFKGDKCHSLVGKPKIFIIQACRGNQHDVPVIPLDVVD
Target sequence (P55212 194-293 limits assumed): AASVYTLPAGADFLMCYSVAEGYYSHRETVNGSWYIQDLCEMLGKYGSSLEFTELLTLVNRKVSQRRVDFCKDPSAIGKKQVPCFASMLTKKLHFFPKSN
DENV2 CPE = DENV2-induced cell death inhibition; DENV2-infected cells, cytopathic effect rescue, plate reader; CPE inhibition, % at 9.99 µM; 350,000 compounds, 1.7% hits; AID 651640; in the data active = CPE inhibition above about 20%, passing the limit was not always enough; inconclusive = no clear call, values can overlap the other calls; tested in BHK-21 cells;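 also: 0% = median of neutral control wells and 100% = median of positive control wells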
The depositor's hits bear a star; ? = inconclusive; · = not tested or not shown; & = joins results of further samples; [ ] = remark or other dose.

SMILES,CFTR F508del cor,ERp5 inh,ERAP1 inh,miR122 inh,SIRT5 block,CASP6 VEID inh,DENV2 CPE
Cn1c(C2CCCCC2)nc2ccccc21,-4.4,0,-5,-1,1,6,-3
CO[C@@H]1CN(C)C(=O)c2cc(NC(C)=O)ccc2OC[C@H](C)N(C(=O)c2ccccc2F)C[C@@H]1C,0.7,-4,0,-8[16.7 µM],3,·,-2
CCOC(=O)NN1C(=O)c2ccccc2NC1c1ccc(OC)cc1 (stereo not given),·,-1,2,1,-11,0,6
O=C(C[C@@H]1C[C@H]2c3cc(NC(=O)C4CCOCC4)ccc3O[C@H]2[C@@H](CO)O1)NCc1ccc(Oc2ccccc2)cc1,3.3,2,-3,-3[16.7 µM],-3,0,-3
CCOC(=O)Cc1ccc(NC(=O)c2ccccc2Br)cc1,-1.5,-4,-1,3,2,1,-5
COc1cc(CN2CC3(CCN(S(=O)(=O)c4cn(C)cn4)CC3)c3c(n(C)c4cc(OC)ccc34)[C@@H]2CO)cc(OC)c1,0.9,-8,0,·,-2,-1,0
C[C@@H]1CN([C@@H](C)CO)C(=O)CCCn2nncc2CO[C@H]1CN(C)Cc1ccccc1,-0.9&-4.4&0.7,2&4&2,-4&-2&-2,-3,-2&-1&-5,6&-1&-2,-6&-6&6
COCC#Cc1cnc2c(c1)C(=O)N([C@H](C)CO)C[C@@H](C)[C@@H](CN(C)S(=O)(=O)c1ccccc1)O2,-1.9,3,5,1[16.7 µM],5,-1,-4
CCc1nnc2n1N=C(c1ccc(Br)cc1)CS2,4.4,3,-3,·,2,-1,-5
Cc1cc(C)nc(N/N=C/c2ccncc2)n1,-1.8,1,-5,6,-6,-3,2
O=C(Nc1ccccc1)N1CCC(O)(c2cccc(C(F)(F)F)c2)CC1,-3.3,-6,1,2,1,3,?
CCN1C(=O)CC(C(=O)OC)=C1C,-0.6,9,0,·,-7,-1,1

2 of the compounds above, with two lines to a compound.
Values run as follows: CFTR F508del cor	ERp5 inh	ERAP1 inh	miR122 inh	SIRT5 block	CASP6 VEID inh	DENV2 CPE
- COCC#Cc1cnc2c(c1)C(=O)N([C@H](C)CO)C[C@@H](C)[C@@H](CN(C)S(=O)(=O)c1ccccc1)O2
  -1.9	3	5	1[16.7 µM]	5	-1	-4
- CCc1nnc2n1N=C(c1ccc(Br)cc1)CS2
  4.4	3	-3	·	2	-1	-5

Remaining list, next part
SMILES,CFTR F508del cor,ERp5 inh,ERAP1 inh,miR122 inh,SIRT5 block,CASP6 VEID inh,DENV2 CPE
O=C(CCNS(=O)(=O)c1cccc(C(F)(F)F)c1)NC1CC1,16*,3,1,·,0,1,-1
CCCN(C)C1CN(Cc2cn(Cc3ccccc3)nn2)S(=O)(=O)C1 (stereo not given),1.6,-7,-2,·,0,2,3
CC(C)NC(=O)N1C[C@H]2[C@@H](c3ccccc31)[C@H](CO)N2C(=O)Nc1cccc(F)c1,-1.6,3,0,25[16.7 µM],0,2,?
CN1c2ccccc2C(=O)NC1c1ccc([N+](=O)[O-])s1 (stereo not given),-0.6,-2,-8,·,7,0,-3
Cc1nc(-c2cccc(NC(=O)c3ccc(Br)o3)c2)cs1,-0.4,6,-2,10,0,9,-3
O=C(CCS(=O)(=O)c1ccc2c(c1)NC(=O)CO2)NCc1ccccc1,1.0,-4,-2,-4,0,0,-1
C=CCNC(=O)COC(=O)c1cc(S(=O)(=O)N2CCCCC2)ccc1Cl,-0.1,-66,-3,-6,-3,-2,6
C/C=C/c1cnc2c(c1)C(=O)N([C@@H](C)CO)C[C@@H](C)[C@@H](CN(C)S(=O)(=O)c1cccs1)O2,-2.4,3,2,4[16.7 µM],-8,5,0
Cc1noc(C)c1S(=O)(=O)Nc1ccc2c(c1)C(=O)N([C@@H](C)CO)C[C@H](C)[C@@H](CN(C)C(=O)Nc1ccc3c(c1)OCO3)OCCCC[C@H](C)O2,0.3,-4,1,-6[16.7 µM],4,2,-2
CCCN1CCc2c(sc(NC(=O)c3ccc(S(=O)(=O)N4CCN(C(=O)OCC)CC4)cc3)c2C(N)=O)C1,6.6,-3,-1,·,1,-3,?
CN(Cc1cccc(Cl)c1Cl)C(=O)c1cccc(S(=O)(=O)N2CCN(Cc3ccccc3)CC2)c1,-0.1,2,1,·,-1,1,1
COC(=O)c1ccc(-c2noc(CN(C)Cc3ccncc3C)n2)cc1,-2.4,7,0,-2,-7,1,0
CC1Sc2ccc(S(=O)(=O)NCCc3ccccc3)cc2NC1=O (stereo not given),-2.3,3,3,13,-1,7,-2
Cc1ccc(S(=O)(=O)NCCSc2nncn2C)cc1,4.5,0,-2,-4,2,-1,?
CC(C)C#Cc1ccc([C@@H]2[C@H](C#N)N(C(=O)c3ccccn3)[C@H]2CO)cc1,0.4,4,-1,·,3,1,-17
CCCCCSc1nnc(C)c(=O)[nH]1,0.3,-2,1,1,-4,1,2
C[C@@H]1CN([C@@H](C)CO)C(=O)c2cc(NC(=O)Nc3cccc4ccccc34)ccc2O[C@H]1CN(C)S(=O)(=O)c1ccccc1,0.1,-3,1,0[16.7 µM],2,-1,-8
CCCC(=O)N1CCC1(C)C(=O)Nc1ccc(OC(F)F)cc1 (stereo not given),0.6,0,10,-9,-5,-1,?
COC(C)(C)[C@H](O)COc1c2ccoc2cc2oc(=O)ccc12,0.4,8,20,0,3,7,·
Oc1ccc(N2CCN(c3nnnn3-c3ccccc3)CC2)cc1,-1.2,3,-1,6,3,0,-6
CN(CCc1ccccn1)C(=O)c1ccc(OC(F)(F)F)cc1,0.9,-8,-3,·,-4,-1,1
O=C(CN1CCOCC1)N[C@H]1CC[C@H](CCNC(=O)Nc2cc(F)ccc2F)O[C@@H]1CO,-0.9,-2,-1,·,-2,3,-12
N#C[C@H]1[C@H](c2ccccc2-c2ccccc2F)[C@@H](CO)N1C(=O)Cc1ccccc1,-1.1,-12,0,·,18*,-3,4
CCCNC(=O)c1cc(S(=O)(=O)N2CCc3ccccc32)ccc1F,1.3,0,-1,24,0,-1,0
CCCNC(=O)c1cc2c(c(-c3cccc(-c4ccc(C#N)cc4)c3)n1)[C@H](CCO)N(C(=O)CC)C2,3.9,-1,0,·,-6,1,-2
Cc1ccsc1C(=O)OCC(=O)NCc1ccccc1,-0.4,-5,0,·,·,1,-6
O=C1CC(NCc2ccccc2)C(=O)N1c1ccc(F)cc1 (stereo not given),2.8,2,-9,-1,-2,·,-1
COc1ccc(NC(=O)N(C)C[C@H]2Oc3cc(C#CCC(C)C)ccc3S(=O)(=O)N([C@@H](C)CO)C[C@H]2C)cc1,2.5,3,1,-40[16.7 µM],26*,-3,2
COc1cccc(OC)c1C(=O)NNC(=O)c1ccc(F)cc1,2.1,1,-4,·,-1,·,-2
O=C1O[C@@H](c2ccccc2)[C@@H](c2ccccc2)N2[C@@H](c3ccc(OCCO)cc3)[C@]3(C(=O)Nc4ccc(C#CC5=CCCCC5)cc43)[C@@H](C(=O)N3CCN(c4ncccn4)CC3)[C@H]12,-6.5,0,1,·,7,-2,2
CCN1CCN(C(=S)Nc2cc(S(=O)(=O)N(CC)CC)ccc2C)CC1,-0.6,-2,-2,·,-4,-4,-14
Cc1ccc(C(=O)NCC2CCCO2)cc1[N+](=O)[O-] (stereo not given),·,-2,0,0,·,1,4
C[C@H]1CCCCO[C@@H](CN(C)Cc2ccncc2)[C@@H](C)CN([C@@H](C)CO)C(=O)c2cc(NC(=O)NC3CCCCC3)ccc2O1,0.9,-1,-2,9[16.7 µM],3,0,?
COc1ccc(NC(=O)/C=C/c2ccc(S(=O)(=O)N3CCOCC3)cc2)cc1,3.4,2,-10,-3,0,-2,16
O=C1N[C@H](c2ccccc2)COCn2nncc2CC[C@H]1Cc1ccccc1,·,-3,4,·,0,-3,-1
Cc1ccc(CNC(=O)c2nnc(Cc3ccc(Cl)cc3)o2)cc1,1.6,-5,-1,-5,-4,-1,11
CCOc1ccccc1NC(=O)CSc1nnc(CNC(=O)c2c(F)cccc2Cl)o1,-2.7,2,-2,2,-3,1,-4
CCOC(=O)c1sc(NC(=S)NC(=O)c2ccc(OC)cc2)nc1C,1.7,2,-1,3,-1,-2,5
OCc1c(OCc2cccc(F)c2)ccc2ccccc12,-3.3,1,-1,3,0,2,-6
CN1C(=O)c2cc(NC(=O)c3ccc(F)c(F)c3)ccc2OC[C@H]2O[C@H](CC(=O)N3CCCCC3)CC[C@H]21,1.1,10,-4,-9[16.7 µM],2,2,3
CN1c2ccc(-c3ccc(F)cc3)cc2[C@@H]2[C@@H](CCN2C(=O)c2ccncc2)[C@H]1CO,0.8,0,-4,-3[16.7 µM],-4,-4,-5
CC(C)CCNC(=O)C1c2ccccc2Oc2ccccc21,-0.8,0,-2,-2,-3,1,?
O=C(c1cccnc1)N1N=C(C2CC2)CC1(O)C(F)(F)F (stereo not given),-0.9,-2,-1,-5,-2,0,-8
Cc1noc(C)c1NC(=O)N(C)C[C@H]1Oc2c(NC(=O)c3nc4ccccc4s3)cccc2C(=O)N([C@H](C)CO)C[C@@H]1C,0.6,3,-5,7[16.7 µM],0,2,-11
CCN1CCN(c2nc3c(c(=O)[nH]c(=O)n3C)n2CCSc2nc3ccccc3s2)CC1,-3.6,-4,4,-1,-2,-1,1
COc1ccc(S(=O)(=O)N2CCCCC2)cc1C(=O)Nc1cc(C)on1,-0.4,0,-3,-3,-1,4,19
Cc1ccc(NCC(=O)N/N=C\c2ccc([N+](=O)[O-])o2)cc1,-1.8,0,-1,0,5,2,-5
Cc1noc(C)c1COC(=O)c1cc2ccccc2cc1O,·,-1,-2,-1,-2,1,5

Exported as labelled records: four of the compounds above.
O=C(C[C@@H]1C[C@H]2c3cc(NC(=O)C4CCOCC4)ccc3O[C@H]2[C@@H](CO)O1)NCc1ccc(Oc2ccccc2)cc1
  CFTR F508del cor = 3.3	ERp5 inh = 2	ERAP1 inh = -3	miR122 inh = -3[16.7 µM]	SIRT5 block = -3	CASP6 VEID inh = 0	DENV2 CPE = -3
CN(CCc1ccccn1)C(=O)c1ccc(OC(F)(F)F)cc1
  CFTR F508del cor = 0.9	ERp5 inh = -8	ERAP1 inh = -3	miR122 inh = ·	SIRT5 block = -4	CASP6 VEID inh = -1	DENV2 CPE = 1
C[C@H]1CCCCO[C@@H](CN(C)Cc2ccncc2)[C@@H](C)CN([C@@H](C)CO)C(=O)c2cc(NC(=O)NC3CCCCC3)ccc2O1
  CFTR F508del cor = 0.9	ERp5 inh = -1	ERAP1 inh = -2	miR122 inh = 9[16.7 µM]	SIRT5 block = 3	CASP6 VEID inh = 0	DENV2 CPE = ?
Cn1c(C2CCCCC2)nc2ccccc21
  CFTR F508del cor = -4.4	ERp5 inh = 0	ERAP1 inh = -5	miR122 inh = -1	SIRT5 block = 1	CASP6 VEID inh = 6	DENV2 CPE = -3

Remaining list, next part.
SMILES,CFTR F508del cor,ERp5 inh,ERAP1 inh,miR122 inh,SIRT5 block,CASP6 VEID inh,DENV2 CPE
O=C(CN1CCN(c2ccc(F)cc2)CC1)c1cccs1,0.2,2,-2,·,-1,·,1
COC(=O)[C@]12C[C@H](CC(=O)NCCCCc3ccccc3)C(=O)N(CCC3=CCCCC3)C1=C[C@H](C(C)(C)C)O[C@@H]2C,-0.7,2,0,·,·,0,1
CC(C)CC(=O)c1c[nH]c(C(=O)N2CCN(Cc3ccccc3)CC2)c1,-2.2,4,-4,·,5,1,10
C[C@@H]1CCCCO[C@@H](CN(C)S(=O)(=O)c2ccc(F)cc2)[C@@H](C)CN([C@H](C)CO)C(=O)c2cc(NS(=O)(=O)c3ccc(F)cc3)ccc2O1,0.6,·,·,11[16.7 µM],·,·,-17
